M1 ag parental – counter-screen for M1 agonists: effect in parental CHO-K1 cells; Fluo-8 calcium fluorescence; scaled to maximal ATP response, vehicle zero; activation, % at 3 µM; actives 0.48% (n = 360,000); in the data active = activation above about 15%;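 also: untransfected CHO-K1 host cells lacking M1 receptor as counterscreen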
M1 PAM parental – counter-screen for M1 PAMs: effect in parental CHO-K1 cells; ATP EC20, Fluo-8 calcium fluorescence; 0% at ATP EC20, 100% at ATP max; activation, % at 3 µM; actives 0.02% (n = 360,000); AID 602247;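 active = activation above the run cutoff, the mean activation of all test compounds plus 3 SD, cut at about 40% in these data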;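 also: peak over basal fluorescence ratio in a 140 s read after ATP addition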
OXTR potentiate – potentiators of human oxytocin receptor | CHO-OTR cells, Fluo-8 calcium fluorescence, potentiator mode; 0% = oxytocin EC15, 100% = EC100 | activation, % at 3 µM | actives 0.061% (n = 320,000) | AID 2445;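 active = activation above that plate's cutoff, the mean activation of tested compounds plus 3 SD, cut at about 6.6% in these data, passing the limit was not always enough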;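 also: 100% uses oxytocin at 75 nM as the full agonist control; some results filed as inactive read as strong as hits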
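test system = CHO-OTR cells, human receptor | compound = single-point 3.0 µM | schedule = 6 min compound pre-incubation at room temperature, 100 s kinetic read | signal = Fluo-8 no-wash calcium dye fluorescence, excitation 470-495 nm, emission 515-575 nm | repeats = single well per compound, singlicate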
TAAR1 antag – antagonists of human TAAR1. Q96RJ0. CHO RD-HGA16 TAAR1, Fluo-8 calcium fluorescence, antagonist. inhibition, % at 3 µM. actives 1.5% (n = 360,000). AID 624466;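 active = inhibition above a per-plate cutoff, the mean inhibition of test compounds on that plate plus 3 SD, cut at about 49% in these data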;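 also: 0% = DMSO plus EC80 beta-PEA response and 100% = DMSO alone without agonist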
Target sequence (Q96RJ0 whole entry, looked up): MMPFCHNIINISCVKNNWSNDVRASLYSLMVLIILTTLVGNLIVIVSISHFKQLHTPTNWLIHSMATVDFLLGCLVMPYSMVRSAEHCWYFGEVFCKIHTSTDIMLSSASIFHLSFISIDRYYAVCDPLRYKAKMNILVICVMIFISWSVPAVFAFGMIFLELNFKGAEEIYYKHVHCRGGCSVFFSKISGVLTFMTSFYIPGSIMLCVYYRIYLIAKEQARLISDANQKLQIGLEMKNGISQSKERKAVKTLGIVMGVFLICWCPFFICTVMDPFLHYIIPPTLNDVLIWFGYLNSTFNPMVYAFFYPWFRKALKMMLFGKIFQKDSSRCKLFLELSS
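Assay system: RD-HGA16 CHO cells with stable hTAAR1 and Gα16 / Reagent: EC80 β-phenethylamine stimulus / Doses: 3 µM, single point / Timing: dye loading 75 min at 37 °C, then 30 min room temperature / Measured by: Fluo-8 intracellular calcium dye fluorescence, real-time kinetic reads / Controls: vehicle wells and EC80 agonist wells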
CHRM1 agonist – agonists of human M1 muscarinic receptor; activation, % at 3 µM; actives 0.33% (n = 360,000); P11229; CHO-K1 hM1, Fluo-8 calcium fluorescence, agonist mode; 0% DMSO, 100% acetylcholine EC100; AID 588814;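 active = activation above the run's mean compound activation plus 3 SD, cut at about 16% in these data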;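 also: peak over basal fluorescence ratio within a 140 s kinetic read after compound addition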
TAAR1 agonist – human TAAR1 agonism; Q96RJ0; CHO RD-HGA16 TAAR1, Fluo-8 calcium fluorescence; vehicle wells 0%, saturating PEA agonist 100%; activation, % at 3 µM; actives 0.99% (n = 360,000);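 active = activation above the mean activation of all test compounds in the run plus 3 SD, cut at about 38% in these data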
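Repeats: no replicates (n 1) | Material: CHO-derived RD-HGA16 cells with stable Gα16 and human TAAR1 | Technique: Kinetic Fluo-8 calcium fluorescence | Schedule: 17-24 h seeding, 75 min 37 °C dye, 30 min RT | Evaluation: % activation from peak over basal fluorescence ratio, DMSO-to-PEA scaled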
CHO-K1 Ca antag – nonselective inhibitor or artifact in parental CHO-K1 cells. AID 602250. ATP-induced calcium, Fluo-8 fluorescence. actives 0.6% (n = 360,000). inhibition, % at 3 µM;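 active = inhibition above a per-plate cutoff, the plate's mean sample inhibition plus 3 SD, cut at about 24% in these data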;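 also: 0% = DMSO plus EC80 ATP and 100% = DMSO alone without ATP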
V1aR counter – counter-screen for oxytocin receptor agonists: human V1a receptor agonists; actives 0.25% (n = 320,000); P37288; CHO-V1R cells, Fluo-8 calcium fluorescence, agonist mode; 0% DMSO, 100% 3 nM vasopressin; activation, % at 3 µM; AID 2797;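 active = activation above the mean activation of all tested compounds plus 3 SD, per screening run, cut at about 20% in these data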;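 also: signal is peak over basal fluorescence ratio across a 100 second FLIPR read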
Target sequence (P37288 whole entry, looked up): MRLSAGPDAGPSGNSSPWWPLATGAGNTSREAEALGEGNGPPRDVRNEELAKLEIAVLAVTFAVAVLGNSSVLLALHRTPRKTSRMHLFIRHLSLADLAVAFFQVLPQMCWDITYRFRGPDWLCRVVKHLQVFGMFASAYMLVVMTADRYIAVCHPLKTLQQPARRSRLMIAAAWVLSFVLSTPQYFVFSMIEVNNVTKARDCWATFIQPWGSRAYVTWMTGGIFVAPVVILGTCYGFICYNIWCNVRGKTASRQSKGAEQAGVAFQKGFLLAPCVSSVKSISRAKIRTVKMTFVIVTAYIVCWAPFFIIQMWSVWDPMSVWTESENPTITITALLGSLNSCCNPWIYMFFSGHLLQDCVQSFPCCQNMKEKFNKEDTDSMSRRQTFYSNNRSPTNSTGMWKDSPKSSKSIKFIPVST
CHO parental Ca – counter-screen for OX1R antagonists: effect in parental CHO cells. parental CHO-K1, ATP-induced calcium, Fluo-8 fluorescence. inhibition, % at 5.6 µM. actives 0.63% (n = 330,000). AID 463079;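 active = inhibition above that plate's mean sample inhibition plus 3 SD, cut at about 26% in these data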;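 also: 0% = ATP-challenged DMSO wells and 100% = DMSO wells without ATP; some compounds past the cut are filed as inactive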
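Assay system – parental CHO cells · Reagent – ATP stimulus · Detection – intracellular calcium via Fluo-8 no-wash fluorescent dye · Evaluation – percent inhibition of ATP-evoked calcium rise, normalized to controls · Controls – ATP wells versus no-ATP DMSO wells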
Numbers without * were called inactive; / = not tested or not shown.

1. NS(=O)(=O)c1ccc(NC(=S)NC(=O)c2cccnc2)cc1
2. O=C1N2CCSC2=NC1(Nc1nccs1)C(F)(F)F (stereo unspecified)
3. CC(C)CC(=O)NNC(=S)NCc1ccco1
4. O=C(c1cc2ccccc2o1)N1CCN(S(=O)(=O)c2ccccc2)CC1
5. CCOc1ccc(NC(=O)CCC(=O)N/N=C/c2ccc([N+](=O)[O-])s2)cc1
6. Cc1cc(C(=O)OCC(=O)N(C)c2ccccc2)c2ccccc2n1
7. CC(c1ccco1)N(C(=O)c1ccc(C(F)(F)F)cc1)c1ccccn1 (stereo unspecified)
8. Cc1nnsc1C(=O)NC1CCCCC1
compound no.	1	2	3	4	5	6	7	8
M1 ag parental	-0.5	-0.1	-0.2	5.2	-0.3	4.3	0.6	-0.1
M1 PAM parental	-9	5	5	3	23	10	14	4
OXTR potentiate	-8	0	-4	/	-7	-3	-3	1
TAAR1 antag	-5	-5	-28	-27	3	13	-19	6
CHRM1 agonist	-10	-4	-3	-3	-5	-2	-4	0
TAAR1 agonist	1	1	3	5	10	12	-1	2
CHO-K1 Ca antag	21	0	-12	-8	-12	-10	-5	-11
V1aR counter	-0.1	-0.1	0.4	/	0.2	1.6	-0.7	0.7
CHO parental Ca	-14	-3	-2	/	-7	-22	-6	9

9. COC(=O)c1c(C)[nH]c(O)c1C=Nc1ccc(Oc2ccccc2)cc1
10. Cc1cccc(-c2ccc3c(c2)C2CC3CCN2C(=O)OCc2ccccc2)c1 (stereo unspecified)
11. COCCNC(=O)CN(c1ccccc1OC)S(C)(=O)=O
12. COc1cc(SC)ccc1C(=O)OC(C)C(=O)Nc1ccc(NC(C)=O)cc1 (stereo unspecified)
13. CC(NS(=O)(=O)c1cccc(C(=O)N(C)Cc2ccc(N3CCOCC3)cc2)c1)c1ccccc1 (stereo unspecified)
14. CN1CCN(C(=O)CC2C(=O)NCCN2Cc2ccc(-c3ccccc3)cc2)CC1 (stereo unspecified)
15. O=C1C(Cl)=C(N2CCN(Cc3ccccc3)CC2)C(=O)N1Cc1ccccc1
16. c1cc2c(cc1-c1[nH]ncc1CN1CC3C[C@@H]4CC1C[C@H](C3)C4)OCO2
compound no.	9	10	11	12	13	14	15	16
M1 ag parental	2.4	1.3	0.5	0.2	3.2	0.1	1.3	-0.3
M1 PAM parental	-15	26	8	15	-6	-3	11	-6
OXTR potentiate	-6	/	1	-5	/	3	-2	1
TAAR1 antag	6	-35	-2	-27	-11	3	37	6
CHRM1 agonist	-6	-4	2	-7	-2	-12	-7	-14
TAAR1 agonist	3	2	4	1	7	0	3	1
CHO-K1 Ca antag	13	-10	4	-15	-23	-3	8	0
V1aR counter	0.9	/	1.0	0.3	/	0.5	1.4	0.1
CHO parental Ca	-14	/	-8	-21	/	-10	-17	-9

17. CC(=O)Nc1cccc(-c2ccnc3c2CC(C)(C(=O)Nc2cccc(NS(C)(=O)=O)c2)O3)c1 (stereo unspecified)
18. Cc1ccc(Cn2c(CCNc3nc(-c4ccc(C)cc4)cs3)nc3cc(C(=O)NCCCO)ccc32)cc1
19. COC(=O)CC1C(=O)NCCN1C(=S)Nc1cccc(C)c1 (stereo unspecified)
20. Cc1ccc(S(=O)(=O)N/N=C/c2cccc3c2OCCO3)cc1
21. CCOc1ccc(C(=O)N2CCN(c3ccccn3)CC2)cc1
22. CCOCCCNC(=O)CSc1nc2nc(C)c(Cc3ccccc3)c(C)n2n1
23. COc1ccccc1NC(=O)CS(=O)(=O)c1cn(CC(=O)N2CCCC2)c2ccccc12
24. COc1cc(NC(=O)c2ccc(NC3=NC4CS(=O)(=O)CC4S3)cc2)cc(OC)c1OC (stereo unspecified)
compound no.	17	18	19	20	21	22	23	24
M1 ag parental	-0.2	0.0	-0.1	2.1	1.6	1.4	1.0	3.7
M1 PAM parental	-9	6	13	20	0	18	2	14
OXTR potentiate	/	-2	-10	0	-14	-7	-7	-3
TAAR1 antag	-21	11	-4	-2	0	10	-5	7
CHRM1 agonist	5	-6	-2	-3	-3	-2	-3	1
TAAR1 agonist	1	3	-2	4	5	1	1	0
CHO-K1 Ca antag	18	1	-7	-4	-5	-10	-8	4
V1aR counter	/	0.7	0.4	2.6	-1.1	-0.8	-0.1	0.0
CHO parental Ca	/	-2	-5	-14	5	-6	-14	-4

25. Cn1c(=O)c2ccccc2n2c(CCl)nnc12
26. OCCNc1ncnc2c1ncn2[C@H]1CN(Cc2ccco2)C[C@@H](CO)O1
27. CCc1c(O)nc(SCC(=O)NCc2ccco2)[nH]c1=O
28. CC(=O)Nc1ccc(C(=O)N/C(=C/c2ccccc2)C(=O)Nc2cccc(C(=O)O)c2)cc1
29. CC(C)Oc1ccc(C(=O)OC(C)C(=O)NC2CCCCC2C)cc1 (stereo unspecified)
30. CN1CCN(c2nc(Nc3ccc(F)cc3)nc(Nc3ccc(F)cc3)n2)CC1
31. Cc1ccc(NC(=S)N(CCCN2CCN(C)CC2)Cc2cccs2)cc1C
32. COc1ccc(C(C)=O)cc1COc1cccc2c1OC(C)(C)C2
compound no.	25	26	27	28	29	30	31	32
M1 ag parental	0.2	0.1	0.1	-0.3	0.3	1.7	0.8	0.9
M1 PAM parental	12	16	17	-1	10	13	16	11
OXTR potentiate	5	/	-13	-2	-2	-8	3	/
TAAR1 antag	5	-17	-9	11	-23	-13	-4	-22
CHRM1 agonist	2	-2	-1	-6	-2	-7	-6	1
TAAR1 agonist	0	2	1	2	3	4	1	1
CHO-K1 Ca antag	-2	-9	-5	15	-1	-6	-11	-13
V1aR counter	0.2	/	0.2	0.8	0.4	3.9	2.0	/
CHO parental Ca	7	/	-16	-10	-23	-17	-1	/

An excerpt from above in order of molecular weight, low to high:
25. Cn1c(=O)c2ccccc2n2c(CCl)nnc12
21. CCOc1ccc(C(=O)N2CCN(c3ccccn3)CC2)cc1
19. COC(=O)CC1C(=O)NCCN1C(=S)Nc1cccc(C)c1 (stereo unspecified)
32. COc1ccc(C(C)=O)cc1COc1cccc2c1OC(C)(C)C2
20. Cc1ccc(S(=O)(=O)N/N=C/c2cccc3c2OCCO3)cc1
29. CC(C)Oc1ccc(C(=O)OC(C)C(=O)NC2CCCCC2C)cc1 (stereo unspecified)
16. c1cc2c(cc1-c1[nH]ncc1CN1CC3C[C@@H]4CC1C[C@H](C3)C4)OCO2
26. OCCNc1ncnc2c1ncn2[C@H]1CN(Cc2ccco2)C[C@@H](CO)O1
22. CCOCCCNC(=O)CSc1nc2nc(C)c(Cc3ccccc3)c(C)n2n1
31. Cc1ccc(NC(=S)N(CCCN2CCN(C)CC2)Cc2cccs2)cc1C
compound no.	25	21	19	32	20	29	16	26	22	31
M1 ag parental	0.2	1.6	-0.1	0.9	2.1	0.3	-0.3	0.1	1.4	0.8
M1 PAM parental	12	0	13	11	20	10	-6	16	18	16
OXTR potentiate	5	-14	-10	/	0	-2	1	/	-7	3
TAAR1 antag	5	0	-4	-22	-2	-23	6	-17	10	-4
CHRM1 agonist	2	-3	-2	1	-3	-2	-14	-2	-2	-6
TAAR1 agonist	0	5	-2	1	4	3	1	2	1	1
CHO-K1 Ca antag	-2	-5	-7	-13	-4	-1	0	-9	-10	-11
V1aR counter	0.2	-1.1	0.4	/	2.6	0.4	0.1	/	-0.8	2.0
CHO parental Ca	7	5	-5	/	-14	-23	-9	/	-6	-1

28. CC(=O)Nc1ccc(C(=O)N/C(=C/c2ccccc2)C(=O)Nc2cccc(C(=O)O)c2)cc1
24. COc1cc(NC(=O)c2ccc(NC3=NC4CS(=O)(=O)CC4S3)cc2)cc(OC)c1OC (stereo unspecified)
17. CC(=O)Nc1cccc(-c2ccnc3c2CC(C)(C(=O)Nc2cccc(NS(C)(=O)=O)c2)O3)c1 (stereo unspecified)
18. Cc1ccc(Cn2c(CCNc3nc(-c4ccc(C)cc4)cs3)nc3cc(C(=O)NCCCO)ccc32)cc1
compound no.	28	24	17	18
M1 ag parental	-0.3	3.7	-0.2	0.0
M1 PAM parental	-1	14	-9	6
OXTR potentiate	-2	-3	/	-2
TAAR1 antag	11	7	-21	11
CHRM1 agonist	-6	1	5	-6
TAAR1 agonist	2	0	1	3
CHO-K1 Ca antag	15	4	18	1
V1aR counter	0.8	0.0	/	0.7
CHO parental Ca	-10	-4	/	-2

(next part)
33. COc1cc(C(=O)NCCN=C2NS(=O)(=O)c3ccccc32)cc(OC)c1OC
34. COc1ccccc1NC(=S)N1CCN(c2cccc(C)c2C)CC1
35. COC(=O)c1[nH]c2cccc(OC)c2c1NC(=O)CCN1CC(C)CC(C)C1 (stereo unspecified)
36. CC(C)NC(=O)c1onc(CSc2ccccc2)c1C(=O)O
37. COc1cc(S(=O)(=O)N2CCC(C(N)=O)CC2)c(C)cc1C
38. CC(=O)NCCC(=O)Nc1nc(-c2c[nH]c3ccccc23)cs1
39. O=C(NCCc1cccc(C(F)(F)F)c1)C1CCC(=O)N(C2CC2)C1 (stereo unspecified)
40. Cc1cc(NC(=O)CSc2ccc3nnc(-c4ccc(F)cc4)n3n2)no1
41. O=C1NC(=S)N(C(=O)c2ccc(F)cc2)/C1=C/c1cccnc1
42. CC(Sc1cnc2ccccc2n1)C(=O)O (stereo unspecified)
compound no.	33	34	35	36	37	38	39	40	41	42
M1 ag parental	0.0	1.1	-0.5	-0.4	0.3	0.1	0.1	0.1	0.1	0.7
M1 PAM parental	-9	20	10	-3	-8	13	-13	11	-29	16
OXTR potentiate	2	-5	-6	0	-5	/	-9	-2	-6	-6
TAAR1 antag	-13	13	-1	6	3	-9	-2	-4	-30	0
CHRM1 agonist	-3	-6	-6	-3	-2	-4	-2	-3	-2	-3
TAAR1 agonist	0	-2	5	1	4	-1	2	1	2	6
CHO-K1 Ca antag	-2	-13	3	-6	-6	-16	6	-13	17	-9
V1aR counter	0.0	-0.8	-0.1	0.6	0.2	/	0.7	0.7	-0.2	0.5
CHO parental Ca	-5	-28	-19	1	-6	/	-6	-13	-5	0
